Screens from PubChem BioAssay.
Pin1 inh: qHTS Assay to Find Inhibitors of Pin1; AID 504891, 2011; Potency, µM (highest dose often 115 µM), inactives show at the highest dose activity, negative = inhibition, actives largely listed as inhibitors; Pin1 FP peptide displacement, HiFluor488, 10 min; 390,000 compounds, 0.009% hits; Peptidyl-prolyl cis-trans isomerase NIMA-interacting 1 (Homo sapiens), Q13526; active = well fitted inhibition curve with a large enough effect in the polarisation, with a control signal flat, not every such curve was filed as active; inconclusive = small, poorly fitted or top-dose-only effect, or effect the other way, or a change in a side signal; inactive = no such curve, though single readings can be large or run the other way; the % refers to the polarisation; also: % is scaled to controls: 0 for no effect and ±100 for the full control effect
Target sequence (Q13526 whole entry, looked up): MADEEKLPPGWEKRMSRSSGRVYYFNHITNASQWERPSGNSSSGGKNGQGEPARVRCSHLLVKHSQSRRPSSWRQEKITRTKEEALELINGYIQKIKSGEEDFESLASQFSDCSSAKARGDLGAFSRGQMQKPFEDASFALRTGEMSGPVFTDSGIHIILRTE
JMJD2A Tudor inh: qHTS Assay for Inhibitors of JMJD2A-Tudor Domain; Lysine-specific demethylase 4A (Homo sapiens), O75164; AlphaScreen JMJD2A-Tudor / H3K4me3 peptide binding; Potency, µM (series often up to 114 µM), for inactives: at the top dose activity change, negative = inhibition, most hits filed as inhibitors; 390,000 compounds, 4.4% hits; AID 504339, 2011; also: % is scaled to controls: 0 for no effect and ±100 for the full control effect; nearly all actives have a fitted effect of over 50% in size
Tb PGK inh: qHTS Assay to Find Inhibitors of Phosphoglycerate Kinase | Phosphoglycerate kinase, glycosomal (Trypanosoma brucei brucei), P07378 | 380,000 compounds, 0.043% hits | Potency, µM (series often up to 57.5 µM), for inactives: top-dose activity change, negative = inhibition, usual class: inhibitors | PGK/GAPDH coupled, Kinase-Glo luminescence, 60 min; also: % is scaled to controls: 0 for no effect and ±100 for the full control effect; nearly all actives have a fitted effect of over 60% in size
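Recombinant glycosomal PGK reaction used 1,3-bisphosphoglycerate generated in-well by GAPDH (100nM final) in 100mM TEA pH 7.6, 5mM MgCl2, 0.01% Tween-20. After 60 minutes at room temperature, ATP was read by Kinase-Glo Plus luminescence end-point.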
GLS inhibitor: qHTS for Inhibitors of Glutaminase (GLS). Glutaminase kidney isoform, mitochondrial (Homo sapiens), O94925. GLS enzymatic activity, qHTS titration. Potency, µM (series often up to 45.5 µM), for the others: at the highest dose activity change, negative = inhibition, hits mostly inhibitors. 410,000 compounds, 0.21% hits; also: % is scaled to controls: 0 for no effect and ±100 for the full control effect
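Human kidney-isoform GLS in 45 mM KH2PO4 pH 8.2, 0.02% Tween-20, with compound, started with 1mM L-Glutamine (added stock). Glutamate oxidase/HRP/Amplex red coupled fluorescence read at start and after 30 min at RT.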
ERG Ets-DNA blk: qHTS for Small Molecule Inhibitors of the ERG Ets/DNA interaction | Transcriptional regulator ERG (Homo sapiens), P11308 | fluorescence polarization, His-ERG Ets domain / labelled DNA | Potency, µM (series often up to 76.9 µM), without a hit: at the top dose FP activity, negative = inhibition, usual class: inhibitors | 370,000 compounds, 0.028% hits; active = well fitted inhibition curve with a large enough effect in the polarisation, with a control signal flat; inconclusive = small, poorly fitted or top-dose-only effect, or effect the other way, or a change in a side signal; inactive = no such curve, though single readings can be large or run the other way; the % refers to the polarisation;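 also: polarization taken with two DNA probes labelled with fluorescein and Texas red; % of control where 0% means no effect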
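His-tagged ERG Ets domain (1 uM in the protein solution; 300mM KCl, 50mM Tris-HCl, 1mM EDTA, 1mM DTT, pH 7.5) received compound, then a probe mix of 5 nM fluorescein-DNA and 100nM Texas-615-DNA. Fluorescence polarization was read for both dyes.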
HP1b chromo inh: HTS for Inhibitors of HP1-beta Chromodomain Interactions with Methylated Histone Tails. Chromobox protein homolog 1 (Homo sapiens), P83916. AlphaScreen HP1-beta / biotin-H3K9me3 peptide binding. Potency, µM (highest dose often 114 µM), for inactives: top-dose activity change, negative = inhibition, hits mostly inhibitors. 390,000 compounds, 0.56% hits; also: nearly all actives have a fitted effect of over 70% in size; inactives centre near 23
Target sequence (P83916 whole entry, looked up): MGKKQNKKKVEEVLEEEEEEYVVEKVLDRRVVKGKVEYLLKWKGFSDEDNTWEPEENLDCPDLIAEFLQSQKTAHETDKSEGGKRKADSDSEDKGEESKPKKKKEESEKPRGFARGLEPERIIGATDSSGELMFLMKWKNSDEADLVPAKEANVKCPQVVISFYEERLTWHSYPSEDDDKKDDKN
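HP1-beta protein (50 nM final) preincubated 30 min at room temperature with biotinylated H3(1-18)K9me3 peptide (50 nM) in PBS pH 7.4, 0.01% Tween-20, then compound added for 30 min. AlphaScreen streptavidin donor/nickel chelate acceptor beads (10 ug/mL final), 30 min dark, luminescence read.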
ALOX12 inh: Primary qHTS assay for inhibitors of human arachidonate 12S-lipoxygenase (ALOX12): Round 2 | 580,000 compounds, 1.1% hits | Polyunsaturated fatty acid lipoxygenase ALOX12 (Homo sapiens), P18054 | Potency, µM (top dose mostly 108 µM), for inactives: top-dose activity change, negative = inhibition, most hits filed as inhibitors | AID 1671190, 2021 | purified 12hLO, xylenol orange hydroperoxide absorbance; also: % is scaled to controls: 0 for no effect and ±100 for the full control effect
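Purified human 12hLO (150 nM final) in 25 mM Hepes, 0.01% Triton X-100, pH 7.0 was preincubated 15 min at room temperature with compound. Then 40 uM arachidonic acid was added, 30 min. Hydroperoxide was read by Fe-XO absorbance ratio 573/405 nm.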
TrxR1 inh: qHTS Assay for Inhibitors of Mammalian Selenoprotein Thioredoxin Reductase 1 (TrxR1): qHTS. Thioredoxin reductase 1, cytoplasmic (Rattus norvegicus), O89049. 390,000 compounds, 1% hits. Potency, µM (titrated, usually from 114 µM), for inactives: at the highest dose activity change, negative = inhibition, actives largely listed as inhibitors. AID 588453, 2011. recombinant rTrxR1, NADPH fluorescence consumption, selenite substrate; also: % is scaled to controls: 0 for no effect and ±100 for the full control effect; nearly all actives have a fitted effect of over 65% in size
Target sequence (O89049 whole entry, looked up): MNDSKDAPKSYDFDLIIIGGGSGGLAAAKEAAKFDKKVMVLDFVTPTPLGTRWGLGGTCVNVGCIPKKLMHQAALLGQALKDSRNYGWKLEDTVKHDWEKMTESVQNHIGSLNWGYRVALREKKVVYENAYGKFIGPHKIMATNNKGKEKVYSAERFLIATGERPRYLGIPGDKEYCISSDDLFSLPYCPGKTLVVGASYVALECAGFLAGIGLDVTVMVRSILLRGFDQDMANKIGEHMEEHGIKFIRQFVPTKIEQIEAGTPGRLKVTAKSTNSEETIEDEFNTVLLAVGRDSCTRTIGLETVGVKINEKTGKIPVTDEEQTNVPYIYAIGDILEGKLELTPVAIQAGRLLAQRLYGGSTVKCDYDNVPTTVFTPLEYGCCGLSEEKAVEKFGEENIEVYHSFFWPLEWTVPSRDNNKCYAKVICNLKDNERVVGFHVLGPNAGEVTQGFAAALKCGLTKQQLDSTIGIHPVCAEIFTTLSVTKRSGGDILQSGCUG
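Rat TrxR1 (90 nM in the dispensed reagent) was pre-reduced with 400 uM NADPH for 5 min at room temperature, then incubated with compound for 15 min. After 400 uM selenite was added, NADPH fluorescence (Ex 340/Em 450 nm) was followed for 8 min.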
RGS4 inhibitor: Inhibitors of Regulator of G Protein Signaling (RGS) 4: qHTS; Transcreener GDP fluorescence polarization, RGS4-accelerated GTP hydrolysis; Potency, µM (highest dose often 114 µM), for inactives: top-dose activity change, negative = inhibition, most hits filed as inhibitors; 390,000 compounds, 0.039% hits; AID 504845, 2011; also: % is scaled to controls: 0 for no effect and ±100 for the full control effect; nearly all actives have a fitted effect of over 75% in size; some results filed as inactive show a strong effect at the top dose
Target sequence (P49798 whole entry, looked up): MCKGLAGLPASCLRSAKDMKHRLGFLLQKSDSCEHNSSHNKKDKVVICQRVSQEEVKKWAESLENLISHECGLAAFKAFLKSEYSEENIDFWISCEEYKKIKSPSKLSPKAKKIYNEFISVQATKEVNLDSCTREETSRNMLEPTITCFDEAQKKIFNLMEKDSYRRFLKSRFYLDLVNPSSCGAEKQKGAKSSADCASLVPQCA
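MLSMR compounds (23 nl, pin-transferred) preincubated 10 min at room temperature with a 500nM (2x) first reagent, then RGS4 at 900nM (2x) plus Transcreener GDP mix added; fluorescence polarization (620/688 nm) read before and after 90 min at 30 °C.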
An asterisk follows results filed as active; i = inactive; ? = inconclusive; . = no result given; [ ] = another dose, or the depositor's remark. Unless noted, calls follow the shape of the dose curve; as a rule, active = well fitted curve in the direction sought with a large enough effect; inconclusive = small, poorly fitted or top-dose-only effect, or another doubt; inactive = no such curve, though single readings can be large; an effect the other way counts as inactive or inconclusive. Potency is read from the fitted curve at half-maximal effect. An excerpt (hit frequency here may not be typical).

SMILES	Pin1 inh	JMJD2A Tudor inh	Tb PGK inh	GLS inhibitor	ERG Ets-DNA blk	HP1b chromo inh	ALOX12 inh	TrxR1 inh	RGS4 inhibitor
Cc1ccc2nc(NC(=O)C3CCN(S(=O)(=O)c4ccc5c(c4)oc(=O)n5C)CC3)sc2c1	2%	-16%	-9%	8%	-23%	25%	17%[57.4 µM]	14%	18%
Cn1nc(C(=O)Nc2ccc(Br)cc2)cc1C(=O)Nc1ccc(Br)cc1	0%	4%	-8%	0%	-6%	42%[activator]	12%	40%[activator]	33%
CCCCCN(C(=O)CCC(=O)OCC(=O)NC1CCC(C)CC1)c1c(N)n(CCCC)c(=O)[nH]c1=O (stereo unspecified)	7%	-3%	1%	-8%	4%	10%	?	8%	22%
Brc1ccc(-c2noc(CCc3ccccc3)n2)o1	-1%	115%[activator]	-8%	1%	-1%	82%[activator]	442%[activator]	-1%[57.1 µM]	-5%
CCn1cc(C(=O)N2CCN(c3cc(Cl)ccc3C)CC2)c(=O)c2cc(S(=O)(=O)N3CCCC3)ccc21	-7%	?	0%	-4%	4%	-15%	-21%	-3%	16%
Fc1ccccc1N1CCN(c2cnc3ccccc3n2)CC1	4%	105%[activator]	-1%	0%	13%	268%[activator]	-2%	-3%	-14%
O=[N+]([O-])c1ccc2c(c1)nc(CO)n2Cc1ccccc1	-6%	2%	-6%	-7%	6%	16%	2%	23%	-13%
c1ccc(-c2nc(-c3nccc4ccccc34)oc2-c2ccccc2)cc1	12%	23%	-5%	0%	-4%	85%[activator]	?	91%[activator]	20%
Cc1ccc(CNS(=O)(=O)CCNC(=O)c2ccc3c(c2)OCO3)cc1	1%	-3%	-7%	-8%	5%	12%	-4%	15%	30%
CC1CCCC(C)N1/N=C/c1ccc(O)cc1 (stereo unspecified)	-7%	?	-4%	6%	7%	17%	0%	29%	8%

The final 6 compounds of the section above come first, to join the parts.
SMILES	Pin1 inh	JMJD2A Tudor inh	Tb PGK inh	GLS inhibitor	ERG Ets-DNA blk	HP1b chromo inh	ALOX12 inh	TrxR1 inh	RGS4 inhibitor
CCn1cc(C(=O)N2CCN(c3cc(Cl)ccc3C)CC2)c(=O)c2cc(S(=O)(=O)N3CCCC3)ccc21	-7%	?	0%	-4%	4%	-15%	-21%	-3%	16%
Fc1ccccc1N1CCN(c2cnc3ccccc3n2)CC1	4%	105%[activator]	-1%	0%	13%	268%[activator]	-2%	-3%	-14%
O=[N+]([O-])c1ccc2c(c1)nc(CO)n2Cc1ccccc1	-6%	2%	-6%	-7%	6%	16%	2%	23%	-13%
c1ccc(-c2nc(-c3nccc4ccccc34)oc2-c2ccccc2)cc1	12%	23%	-5%	0%	-4%	85%[activator]	?	91%[activator]	20%
Cc1ccc(CNS(=O)(=O)CCNC(=O)c2ccc3c(c2)OCO3)cc1	1%	-3%	-7%	-8%	5%	12%	-4%	15%	30%
CC1CCCC(C)N1/N=C/c1ccc(O)cc1 (stereo unspecified)	-7%	?	-4%	6%	7%	17%	0%	29%	8%
O=C(NC(NC(=O)c1c(F)cccc1F)c1ccc([N+](=O)[O-])cc1)c1c(F)cccc1F	-6%	12%	-7%	-13%	81%[activator]	36%	i	29%	1%
COc1cc(/C=C/C(=O)O)cc2c1OCCO2	-2%	-9%	1%	6%	-9%	27%	-19%	28%	8%
Cc1nn(CCCC(=O)NCc2ccc(F)cc2)c(C)c1[N+](=O)[O-]	4%	3%	i	-1%	3%	34%	-11%	-11%	-20%
CC1=C(C(=O)Nc2cccc(C)c2C)C2(CCCCC2)OC1=O	2%	-9%	.	-4%	3%	25%	-10%	33%	-1%
CCOC(=O)CN1Cc2cccc(C(=O)O)c2C1=O	-14%	-7%	5%	-5%	-1%	37%	9%[57.4 µM]	10%[57.1 µM]	-6%
CN1C(=O)/C(=C\c2ccccc2OCc2ccccc2)SC1=S	-14%	-22%	-6%	3%	3%	1%	14%	10%	9%
COc1ccccc1/C=C/c1nc(S(=O)(=O)c2ccccc2)c(NCCN(C)C)o1	-3%	?	-3%	13%	1%	29%	?	-14%[57.1 µM]	-12%[56.9 µM]
O=C(Nn1cnnc1)c1ccc(Cl)cc1[N+](=O)[O-]	10%	4%	9%	-3%	-4%	30%	0%	12%	18%
COCCn1c(Cc2ccccc2)nnc1SCC(=O)N(C)C	-8%	13%	i	-5%	4%	41%[activator]	15%	20%[57.1 µM]	-10%
CCOc1ccc(N2C(=O)Nc3ccccc3C2(O)C(=O)NCc2ccc3c(c2)OCO3)cc1 (stereo unspecified)	19%	-3%	2%	10%	2%	16%	-5%	29%[57.1 µM]	33%

Arranged by formula weight (low to high): some entries from above
SMILES	Pin1 inh	JMJD2A Tudor inh	Tb PGK inh	GLS inhibitor	ERG Ets-DNA blk	HP1b chromo inh	ALOX12 inh	TrxR1 inh	RGS4 inhibitor
O=C(Nn1cnnc1)c1ccc(Cl)cc1[N+](=O)[O-]	10%	4%	9%	-3%	-4%	30%	0%	12%	18%
CC1=C(C(=O)Nc2cccc(C)c2C)C2(CCCCC2)OC1=O	2%	-9%	.	-4%	3%	25%	-10%	33%	-1%
Cc1nn(CCCC(=O)NCc2ccc(F)cc2)c(C)c1[N+](=O)[O-]	4%	3%	i	-1%	3%	34%	-11%	-11%	-20%

(next part)
SMILES	Pin1 inh	JMJD2A Tudor inh	Tb PGK inh	GLS inhibitor	ERG Ets-DNA blk	HP1b chromo inh	ALOX12 inh	TrxR1 inh	RGS4 inhibitor
CCO[C@@H]1OC(C(=O)N2CCN(C)CC2)=C[C@H](C2CCCCC2)[C@H]1CCCO	-4%	-7%	-1%	2%	4%	53%[activator]	-5%	5%	-2%
CC(C)C(C)NC(=O)COc1ccc(S(=O)(=O)N2CCOCC2)cc1Cl (stereo unspecified)	1%	-6%	3%	-1%	-5%	29%	-6%	-27%	14%
O=C(N/N=C\c1cccc(F)c1)c1ccc(Cn2cc(Br)c([N+](=O)[O-])n2)o1	0%	-17%	i	-5%	12%	5%	-15%	16%[57.1 µM]	-1%
Cc1ccc2c(c1)C=CC(C#N)N2C(=O)c1ccccc1 (stereo unspecified)	-3%	-4%	4%	7%	-10%	18%	-6%	-4%[57.1 µM]	8%
O=C(CN1CCN(Cc2ccccc2Cl)CC1)N=Nc1c(O)[nH]c2ccccc12	-1%	-27%	2%	39%[activator]	5%	18%	16%	-3%	5%
Cc1cc(NC(=O)CN(C)S(=O)(=O)c2ccc(-c3ccc(=O)[nH]n3)s2)ccc1Br	10%	-3%	-6%	-14%	-23%	15%	-2%	25%	27%
CC(C)(C)NC(=O)CC1C[C@H](C(=O)N2CCOCC2)[C@@]2(C)c3[nH]c4ccccc4c3CCN2C1=O (stereo partly specified)	-7%	-11%	0%	1%	-4%	45%	-18%	6%	14%
COCCNC(=O)c1onc(CSc2nc3ccccc3[nH]2)c1C(=O)NCCOC	1%	-13%	-1%	5%	1%	50%[activator]	-5%	19%	2%
CC(C)P(=O)(Cc1cccc(C#N)c1)C(C)C	-6%	-7%	3%	-5%	.	10%	0%	11%	1%
O=C(CSc1nnc(-c2cccnc2)n1-c1ccc(SC(F)F)cc1)N1CCCc2ccccc21	9%	-18%	.	-1%	15%	20%	-8%	21%	27%
CCOc1ccccc1N(C)C(=O)Cn1cnc2onc(-c3ccc(F)cc3)c2c1=O	0%	-7%	0%	-7%	1%	30%	-18%	5%	-31%
COc1ccccc1NS(=O)(=O)c1cc(NC(=O)c2sccc2C)ccc1N1CCCC1	25%	-18%	0%	9%	17%	?	-13%	-1%[57.1 µM]	?
CCOc1ccccc1NC(=O)Cn1c(=O)n(-c2ccccc2)c(=O)c2c1c1cc(C)ccc1n2C	-6%	-3%	-8%	2%	-2%	40%[activator]	-15%	18%	1%
CCOc1ccccc1N(CC(=O)N1CCOCC1)S(=O)(=O)c1ccccc1	-6%	4%	-1%	-2%	-7%	30%	-7%	9%	5%
O=C(CN1C(=O)C2CC=CCC2C1=O)NCC(=O)Nc1ccc(F)c(F)c1F (stereo unspecified)	-7%	-17%	1%	-8%	-2%	37%	-6%	8%	-3%
COc1ccccc1Cn1c(=S)[nH]c2ccc(Br)cc2c1=O	4%	-20%	2%	0%	-1%	33%	19%	15%	12%
O=C(OCC(=O)c1ccc[nH]1)c1ccc(Cl)nc1	7%	-29%	-5%	-19%	-22%	8%	-25%	1%[57.1 µM]	-13%
COc1ccccc1NS(=O)(=O)c1ccc(O)cc1	-1%	-17%[11.4 µM]	-5%	-5%	-4%	?	0%	-27%	-41%[11.4 µM]
NNC(=O)Cn1c(-c2nonc2N)nc2ccccc21	-1%	-12%	-2%	11%	4%	26%	0%	12%	7%
